# Source: PubChem BioAssay (National Center for Advancing Translational Sciences (NCATS))
# aSyn rescue – qHTS of alpha-syn Inhibitors; Yeast expressing alpha-synuclein, growth rescue, BacTiter-Glo, 24 h; Potency, µM (top dose mostly 46.1 µM), without a hit: at the highest dose growth rescue (activation), hits mostly activators; 0.14% of 370,000 active; also: potency is read from the fitted curve at half-maximal effect; % of control where 0% means no effect; nearly all actives have a fitted effect of over 65% in size
#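 Readout is rescue of growth in alpha-synuclein-expressing yeast, so inhibitors of toxicity appear as activators. Growth after 24 hr at 30 deg C in galactose medium is quantified by luminescence.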
# GLP-1R inv ag – qHTS of GLP-1 Receptor Inverse Agonists (Inhibition Mode); Glucagon-like peptide 1 receptor (Homo sapiens), P43220; HEK293 GLP-1R CRE-luciferase, luminescence, 24 h; GLP-1R form is constitutively active; Potency, µM (top dose mostly 38.3 µM), for inactives: at the highest dose activity change, negative = inhibition, usual class: inhibitors; 1.6% of 410,000 active; AID 624417, 2012; also: potency is read from the fitted curve at half-maximal effect; % is scaled to controls: 0 for no effect and ±100 for the full control effect; nearly all actives have a fitted effect of over 55% in size
# Target sequence (P43220 whole entry, looked up): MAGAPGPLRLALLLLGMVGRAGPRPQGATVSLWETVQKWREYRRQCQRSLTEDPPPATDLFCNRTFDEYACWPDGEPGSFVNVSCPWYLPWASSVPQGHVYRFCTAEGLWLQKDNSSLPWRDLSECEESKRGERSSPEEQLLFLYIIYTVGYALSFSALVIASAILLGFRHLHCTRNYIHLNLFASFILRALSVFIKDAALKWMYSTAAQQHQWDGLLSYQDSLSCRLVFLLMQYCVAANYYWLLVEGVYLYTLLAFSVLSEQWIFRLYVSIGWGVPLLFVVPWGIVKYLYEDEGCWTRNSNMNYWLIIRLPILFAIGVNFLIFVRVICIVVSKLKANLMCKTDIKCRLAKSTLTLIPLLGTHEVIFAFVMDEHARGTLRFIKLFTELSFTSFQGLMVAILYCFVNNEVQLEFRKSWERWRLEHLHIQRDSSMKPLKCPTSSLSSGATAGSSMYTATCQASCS
#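 Readout was luciferase luminescence, measured 12 min after detection reagent at room temperature. Beforehand, GLP-1R reporter HEK293 cells had sat 12 h, then received compounds for 24 hr at 37 deg C.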
# PTHR1 agonist – qHTS for PTHR1 Agonists: Primary Screen; Potency, µM (doses to about 115 µM), inactives show at the highest dose activation, hits mostly activators; 0.075% of 410,000 active; HEK293 GP2 PTHR1 cells, GloSensor cAMP luminescence, 1 h; also: potency is read from the fitted curve at half-maximal effect; nearly all actives have a fitted effect of over 55% in size; some results filed as inactive show a strong effect at the top dose; inactives centre near -15; many of its hits are not listed in these tables
# Target sequence (Q03431 whole entry, looked up): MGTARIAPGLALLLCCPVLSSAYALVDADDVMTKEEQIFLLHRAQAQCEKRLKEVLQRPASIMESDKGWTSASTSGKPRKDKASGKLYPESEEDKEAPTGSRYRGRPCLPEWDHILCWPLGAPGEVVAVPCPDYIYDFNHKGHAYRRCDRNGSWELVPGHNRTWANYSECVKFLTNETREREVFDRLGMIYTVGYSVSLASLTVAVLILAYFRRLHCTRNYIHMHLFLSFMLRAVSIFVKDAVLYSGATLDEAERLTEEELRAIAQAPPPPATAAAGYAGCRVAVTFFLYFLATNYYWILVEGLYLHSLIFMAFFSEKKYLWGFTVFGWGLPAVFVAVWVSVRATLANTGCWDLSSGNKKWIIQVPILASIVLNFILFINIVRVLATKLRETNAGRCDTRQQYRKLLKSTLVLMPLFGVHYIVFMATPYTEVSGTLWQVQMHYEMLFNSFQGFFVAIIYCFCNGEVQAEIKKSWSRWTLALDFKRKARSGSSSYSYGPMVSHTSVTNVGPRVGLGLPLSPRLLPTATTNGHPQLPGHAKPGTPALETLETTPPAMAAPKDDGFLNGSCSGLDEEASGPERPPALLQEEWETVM
#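 HEK-293-derived GP2 cells expressing PTHR1 and a GloSensor cAMP reporter, 3,000/well, plated overnight, given luciferin plus IBMX (each 0.5 mM as added) for 1 h at 37 °C, then compound for 1 h at 37 °C. Luminescence was read after 15 min at room temperature.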
# DRD3 antagonist – qHTS of D3 Dopamine Receptor Antagonist: qHTS; D(3) dopamine receptor (Homo sapiens), P35462; D3R cells, DiscoveRx beta-arrestin luminescence, antagonist mode; hits give low values; max response, negative = inhibition, %; 2.5% of 360,000 active; in the data active = max response below about -50%; inconclusive = no clear call, values can overlap the other calls; also: % is scaled to controls: 0 for no effect and ±100 for the full control effect; mostly tested at two doses, the higher about 12 µM
#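 Cells plated overnight at 1500 cells/well, then exposed to library compounds with dopamine controls for 90 minutes at 37 degrees C. DiscoveRx reagent added for 30–60 minutes at room temperature; luminescence read, quantitative HTS format.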
# GLP-1R agonist – qHTS of GLP-1 Receptor Agonists; AID 624172, 2012; HEK293 GLP-1R CRE-luciferase, luminescence, 4-6 h; cells express a hypersensitive GLP-1R form; Potency, µM (doses to about 45.6 µM), inactives show at the highest dose activation, usual class: activators; Glucagon-like peptide 1 receptor (Homo sapiens), P43220; 0.007% of 380,000 active; also: potency is read from the fitted curve at half-maximal effect; % of control where 0% means no effect
# FUS suppressor – qHTS for Suppressors of FUS Proteinopathy: Primary screen using FUS-linked yeast assay; S. cerevisiae FUS-expressing, growth rescue, OD600, 24 h; Potency, µM (top dose mostly 76.6 µM), for inactives: at the highest dose growth rescue (activation), most hits filed as activators; 0.24% of 390,000 active;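 also: potency is read from the fitted curve at half-maximal effect; plate controls were DMSO vehicle for no effect and reference control for full effect; nearly all actives have a fitted effect of over 55% in size; some results filed as inactive show a strong effect at the top dose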
#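 Yeast FUS proteinopathy model; galactose-induced FUS (2%), starting OD 0.005. Cpds in dilution series, 24hr, 30C, 99% humidity. Abs 600 nm growth. Pos ctrl CP55940 (top 92uM final); neg ctrl DMSO.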
# TDP43 rescue – qHTS of TDP-43 Inhibitors; TDP-43 expressing yeast growth rescue, BacTiter-Glo, 24 h; Potency, µM (titrated, usually from 46.1 µM), for the others: at the highest dose growth rescue (activation), usual class: activators; 1.8% of 410,000 active; AID 652104, 2013; also: potency is read from the fitted curve at half-maximal effect; % of control where 0% means no effect; nearly all actives have a fitted effect of over 50% in size
#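 Yeast expressing TDP-43 (pregrown in raffinose, seeded at OD600=0.02 in galactose medium) exposed to compounds 24 hr at 30 deg C. Growth read by BacTiter-Glo luminescence; rescue of toxicity appears as increased signal.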
# Abeta rescue – qHTS for compounds that reverse cellular toxicity of Amyloid beta (A-beta) peptide in yeast: Primary Screen. yeast expressing A-beta42, growth rescue, OD600, 48 h; response scale: 0% DMSO, 100% iron-clioquinol control. Potency, µM (top dose mostly 46.1 µM), inactives show top-dose growth rescue, usual class: activators. 0.063% of 410,000 active. AID 1347071, 2019; also: potency is read from the fitted curve at half-maximal effect; nearly all actives have a fitted effect of over 55% in size
#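 Yeast growth medium received pinned compounds, then yeast cells expressing toxic A-beta were added; plates incubated at 30 C for 48 hr. Growth read as absorbance at 600 nm, normalized to DMSO and equimolar FeCl3 plus clioquinol controls.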
# Akt phos inh – HTS Assay for Inhibitors of Akt Phophorylation: Primary Screen. activity change, % for hits at 50 µM. Neuro2A IGF-stimulated pAkt S473 HTRF, 20 min; hits give low values. 0.32% of 360,000 active; in the data active = activity change below about -80%; inconclusive = mostly about -51% to -80%; also: % is scaled to controls: 0 for no effect and ±100 for the full control effect
#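 Single-point screen (50 µM final compound) in Neuro2A cells stimulated 20 min with 6 nM IGF at 37 deg C. After lysis, Ser473-phosphorylated Akt read by HTRF (ex 330 nm, em 615/665 nm) as the 665/615 ratio.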
# Numbers without * were called inactive; i = inactive; ? = inconclusive; . = no result given; [ ] = remark or other dose. Unless noted, calls follow the shape of the dose curve; as a rule, active = well fitted curve in the direction sought with a large enough effect; inconclusive = small, poorly fitted or top-dose-only effect, or another doubt; inactive = no such curve, though single readings can be large; an effect the other way counts as inactive or inconclusive.
Structure	aSyn rescue	GLP-1R inv ag	PTHR1 agonist	DRD3 antagonist	GLP-1R agonist	FUS suppressor	TDP43 rescue	Abeta rescue	Akt phos inh
CC(=O)O[C@H]1[C@@H](O)[C@H](O)[C@H](Oc2c(O)c(C)c3c4c2[C@@H](C)CC[C@@H]4[C@@H](C)C[C@H]3C=C(C)C)O[C@H]1C	-42.5%[inhibitor]	11.2µM*	i	95.9	-1.6%	?	-82.3%[inhibitor]	?	i
Cc1cccc(NC(=O)CCC2CCN(Cc3nccs3)CC2)c1	-6.2%	?	i	-23.3	7.1%	-2.2%	4.3%	.	i
CCN(CC)C(=O)Cn1cc(C(=O)C(=O)N2CCN(c3ccc(OC)cc3)CC2)c2ccccc21	9.0%	-9.7%	-6.7%	9.6	0.0%	27.3%	-10.0%	5.8%	i
CC(=O)Nc1ccc(NC(=O)CCc2c(C)nc3c(c(C)nn3-c3ccccc3)c2C)cc1	.	1.7%	i	.	.	7.6%	8.9%	0.4%	.
O=C(O)COc1ccccc1/C=N/NC(=O)c1cc(-c2ccccc2)nc2ccccc12	-6.7%	-2.1%	i	-5.4	7.4%	10.7%	-13.0%	-7.3%	i
O=C(NCc1ccccc1)C1=C[C@@H](c2ccc(C(F)(F)F)cc2)C[C@@H](OCc2ccc(CO)cc2)O1	2.1%	?	-8.3%	-13.3	-1.6%	36.3%	-2.6%	5.2%	i
O=C(CSc1nnc2c(Cl)cc(Cl)cn12)NC1CCS(=O)(=O)C1 (stereo unspecified)	5.0%	6.3%	-1.3%[57.5 µM]	-8.4	-11.3%	6.6%	1.6%	2.9%	i
COc1ccccc1CNC(=O)C1CCN(S(=O)(=O)c2cccc3cccnc23)CC1	-3.4%	11.9%	-24.2%	?	-2.4%	6.2%	-6.4%	-14.3%	i
Cc1c(NC(=O)c2cccc(NC(=O)Cc3ccc(F)cc3)c2)c(=O)n(-c2ccccc2)n1C	1.8%	0.7%	-5.5%	-26.4	-1.5%	.	0.0%	2.3%	i
CCOCCOc1nc(C)cc(C)c1S(=O)(=O)c1ccccc1C	-3.4%	?	-14.7%	0.7	5.2%	31.1%	-23.3%	0.8%	i
Cc1ccc(S(=O)(=O)N2CCN(c3ccnc4cc(Cl)ccc34)CC2)cc1	2.9%	?	-23.5%	19.9	8.6%	13.1%	0.8%	2.1%	i
O=C(CNC(=O)c1ccccc1)OCc1nnc(-c2ccccc2)o1	15.6%	12.9%	i	-13.3	-1.5%	27.5%	9.5%	-1.0%	i
O=C(c1cnn(C(=O)c2ccco2)c1)c1cc(F)ccc1O	-11.1%	-13.9%	-26.2%	4.3	-4.7%	-6.4%	28.2µM*	-39.5%[inhibitor]	i
CCOc1ccc(C(=O)COC(=O)c2nn(CC)c(=O)c3ccccc23)cc1	-3.2%	11.9%	-19.8%	-9.4	7.8%	8.6%	9.0%	-18.2%	i
CC1Sc2ccccc2N(Cc2ccccc2)C1=O (stereo unspecified)	16.8%	-11.5%	i	12.5	8.9%	-2.0%	?	-1.4%	i

# (further entries)
Structure	aSyn rescue	GLP-1R inv ag	PTHR1 agonist	DRD3 antagonist	GLP-1R agonist	FUS suppressor	TDP43 rescue	Abeta rescue	Akt phos inh
O=C(Nc1nnc(C(F)(F)F)s1)C1COc2ccccc2O1 (stereo unspecified)	-58.8%[inhibitor]	?	-35.0%[inhibitor]	1.5	-10.0%	14.9%	-67.6%[inhibitor]	-93.9%[inhibitor]	i
CC(=O)c1ccc(NS(=O)(=O)c2cc3[nH]c(=O)c(=O)[nH]c3cc2C)cc1	.	5.1%	-49.6%[inhibitor]	.	.	8.5%	2.4%	-7.7%	.
CC(C)C(C)(C#N)NC(=O)COC(=O)C1CCN(S(=O)(=O)c2ccc3c(c2)OCCO3)CC1 (stereo unspecified)	15.5%	6.3%	i	-20.0	3.3%	.	19.1%	8.9%	i
Cc1c(C(=O)Nc2cccnc2)oc2ccc(Br)cc12	-11.3%	-4.6%	-15.0%	14.6	6.0%	7.2%	8.91µM*	45.2%	i
Cc1[nH]nc(C(F)(F)F)c1CCC(=O)NC1CCCCCC1	-2.9%[1.84 µM]	9.3%	9.8%	-3.5	-4.6%	-3.1%	-5.4%	1.2%	i
O=C(CN1CCCC1c1cccs1)Nc1cc(S(=O)(=O)N2CCCC2)ccc1Cl (stereo unspecified)	2.6%	8.3%	-22.1%	-9.3	3.0%	-1.5%	-14.8%	4.8%	i
CCC(C)NC(=O)c1sc2nc3n(c(=O)c2c1C)CCC3 (stereo unspecified)	.	8.1%	i	.	.	-1.8%	13.1%	-5.5%	.
Cc1ccc(-c2nnc(CN3CCN(C)CC3)o2)cc1	2.4%	0.1%	i	0.0	7.5%	5.5%	-15.9%	-6.2%	i
CNC(=O)Nc1ccccc1NC(=O)NC	-6.7%	13.8%	i	14.0	2.7%	27.8%	-7.4%	-15.5%	i
COCCCNC(=S)Nc1ccc2nc(N3CCOCC3)cc(C)c2c1	-1.9%	29.8%	-13.2%	6.2	12.1%	-24.0%	22.9%	-8.5%	i
CN(C(=O)c1cccn(Cc2ccccc2)c1=O)c1ccccc1	-5.2%	9.7%	i	1.0	-4.7%	-12.8%	2.6%	4.0%	i
CC(=O)Cc1nsc(NC(=O)c2ccccc2Cl)n1	3.4%	5.1%	-1.3%	8.1	-1.4%	-25.6%	10.5%	2.0%	i
Cc1ccc(C(=O)N2CCc3cc(CNS(=O)(=O)c4cccs4)ccc32)cc1	.	-18.4%	-19.7%	.	.	?	6.7%	1.7%	.
CC1Cc2nc(SCC(=O)N3CCOCC3)n(-c3ccccc3)c(=O)c2S1 (stereo unspecified)	2.0%	7.0%	-23.0%	-7.8	-1.0%	-22.2%	0.0%	7.0%	i
CC1CCC(NC(=O)c2ccc(NS(=O)(=O)c3ccc4[nH]c(=O)[nH]c4c3)cc2)CC1 (stereo unspecified)	-0.4%	16.0%	i	-4.4	8.6%	3.6%	22.6%	13.1%	i

# The listing continues.
Structure	aSyn rescue	GLP-1R inv ag	PTHR1 agonist	DRD3 antagonist	GLP-1R agonist	FUS suppressor	TDP43 rescue	Abeta rescue	Akt phos inh
O=C(CCn1c(=O)c2ccccc2n(Cc2cccc(F)c2)c1=O)NCc1ccc2c(c1)OCO2	.	7.5%	-20.1%	.	-2.4%	3.5%	?	-0.3%	.
O=C(Nc1ccc(OCC(F)(F)C(F)F)cc1)c1ccncc1	4.4%	-10.3%	-26.2%	11.9	-0.3%	2.4%	9.4%	-4.2%	i
CC(=O)c1c(C)[nH]c(C(=O)COC(=O)c2ccc(C)s2)c1C	-1.3%	8.5%	i	38.2	9.3%	27.8%	-10.3%	0.7%	i
O=c1[nH]c(C2CCN(S(=O)(=O)c3ccc4c(c3)OCCO4)CC2)nc2c1nnn2Cc1c(F)cccc1Cl	5.6%	?	-17.0%	-12.9	1.7%	?	-3.5%	1.6%	i
COc1cccc(-c2sc3ccc(OC)cc3c2-c2ccc(C(N)=O)cc2)c1	-1.9%	-29.3%	-17.4%	2.5	10.6%	-0.8%	-1.9%	-13.9%	i
Cc1ccc2c(c1)c(=O)c(C(=O)c1ccncc1)cn2CC(=O)Nc1ccc(C(C)C)cc1	.	17.7%	i	.	.	1.3%	12.2%	-14.9%	.
CCc1ccccc1NC(=O)c1cccc(Oc2ccc([N+](=O)[O-])cc2Cl)c1	-10.0%	?	-22.8%	-18.3	21.1%	-4.1%	-2.9%	?	i
CC1CCC2C(=O)N(c3ccccc3OC(=O)c3ccccc3)C(=O)C2C1 (stereo unspecified)	4.5%	0.0%	-20.0%[57.5 µM]	13.2	-4.6%	31.7%	28.0%	29.1%	i
CSc1nc(N(C)CCO)c2sc3nc(-c4ccco4)c4c(c3c2n1)CCC4	-10.7%	0.0%	-57.0%[inhibitor]	-13.7	8.2%	39.2%	-12.4%	-6.7%	i
CCCCCCN1C=CC=C/C1=C/C=C(C#N)C#N	9.5%	19.6%	-3.1%	7.7	12.6%	18.0%	23.1%	17.5%	i
Cc1ccc(NC(=O)CSc2nc3ccccc3c(=O)n2CCC(=O)NC2CCCCC2)cc1C	.	12.0%	i	.	.	-25.7%	-8.4%	-10.2%	.
Cc1nc(Nc2ccc3c(c2)OCO3)c2oc3ccccc3c2n1	-0.9%	0.0%	-40.2%[inhibitor]	-54.1*	19.1%	26.5%	?	24.0%	i
CCN(CC)C1CCN(C(=O)c2ccc(OC3CCN(C(=O)CCOC)CC3)cc2)C1 (stereo unspecified)	-8.0%	12.2%	i	35.2	-3.7%	-10.7%	?	-0.7%	i
CCCCCCCCc1nnc(N)s1	0.4%	-8.1%	-6.8%	-8.2	19.9%	1.4%	-15.5%[1.82 µM]	-30.3%[inhibitor]	i
COc1ccccc1N(C(C)=O)C1=C(Cl)C(=O)c2ccccc2C1=O	-74.1%[inhibitor]	?	-40.9%[inhibitor]	-137.3*	-11.3%	-16.4%	?	-44.5%[inhibitor]	i
CC1C(=O)N(Cc2cn(CC3CCCCC3)nn2)CCS(=O)(=O)N1Cc1ccc(-c2cccc(CO)c2)cc1 (stereo unspecified)	-0.6%	?	-92.4%[inhibitor]	5.5	3.3%	?	0.0%	-4.9%	i
CCC(=O)N1CCc2cc(S(=O)(=O)NC(C(=O)Nc3cccc(C)n3)C(C)C)ccc21 (stereo unspecified)	1.2%	5.3%	-14.5%[57.5 µM]	17.0	-4.9%	13.3%	20.3%	25.2%	i

# Some of the compounds tested (hit frequency here may not be typical).
